TrxR1 inh – blocks rat thioredoxin reductase 1 | 1% of 390,000 active | Potency, µM (titrated, usually from 114 µM), without a hit: at the highest dose activity change, negative = inhibition, actives largely listed as inhibitors | recombinant rTrxR1, NADPH fluorescence consumption, selenite substrate; further: potency means the concentration at half of the fitted maximal effect; on the % scale 0 is the no-effect control and ±100 the full control effect; nearly all actives have a fitted effect of over 65% in size
Target sequence (O89049 whole entry, looked up): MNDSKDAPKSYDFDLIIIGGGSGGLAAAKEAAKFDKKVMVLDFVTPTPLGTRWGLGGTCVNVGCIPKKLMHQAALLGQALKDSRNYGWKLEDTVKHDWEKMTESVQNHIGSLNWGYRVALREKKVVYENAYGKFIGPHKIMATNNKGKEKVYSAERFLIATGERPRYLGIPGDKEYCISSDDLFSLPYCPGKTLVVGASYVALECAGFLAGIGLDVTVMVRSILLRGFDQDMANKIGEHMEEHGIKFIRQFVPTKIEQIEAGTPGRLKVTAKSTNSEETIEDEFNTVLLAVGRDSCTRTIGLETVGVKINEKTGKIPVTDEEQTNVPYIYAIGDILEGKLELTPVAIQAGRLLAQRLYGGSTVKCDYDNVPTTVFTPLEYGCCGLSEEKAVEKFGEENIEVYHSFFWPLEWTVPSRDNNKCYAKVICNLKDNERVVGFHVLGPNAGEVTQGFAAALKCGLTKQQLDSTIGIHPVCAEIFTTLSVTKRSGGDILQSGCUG
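Rat TrxR1 (90 nM in the dispensed reagent) was pre-reduced with 400 uM NADPH for 5 min at room temperature, then incubated with compound for 15 min. After 400 uM selenite was added, NADPH fluorescence (Ex 340/Em 450 nm) was followed for 8 min.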
Pin1 inhibitor – inhibitors of human Pin1; Q13526; 0.009% of 390,000 active; AID 504891; Pin1 FP peptide displacement, HiFluor488, 10 min; Potency, µM (top dose mostly 115 µM), for the others: top-dose activity, negative = inhibition, most hits filed as inhibitors; active means well fitted inhibition curve with a large enough effect in the polarisation, with a control signal flat, not every such curve was filed as active; inconclusive means small, poorly fitted or top-dose-only effect, or effect the other way, or a change in a side signal; inactive means no such curve, though single readings can be large or run the other way; the % refers to the polarisation; further: potency means the concentration at half of the fitted maximal effect; on the % scale 0 is the no-effect control and ±100 the full control effect
Target sequence (Q13526 whole entry, looked up): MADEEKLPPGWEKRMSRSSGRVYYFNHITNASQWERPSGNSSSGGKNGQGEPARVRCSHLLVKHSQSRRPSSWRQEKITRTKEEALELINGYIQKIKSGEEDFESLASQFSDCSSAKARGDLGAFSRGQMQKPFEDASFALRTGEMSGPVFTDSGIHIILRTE
D2 ag – activates the human D2 dopamine receptor; 0.53% of 340,000 active; activation, % at 2 µM; AID 485358; HEK293 T-REx D2 cells, calcium flux agonist mode;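 active means activation over 3 SD above normal in the single-dose calcium agonist read, cut at about 30% in these data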; further: 0% is about no effect
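HEK293 Trex D2 cells, tetracycline-induced, o/n 30 C 5% CO2; no-wash Ca dye, RT 30–90 min; 10-cycle baseline, 23 nl cpd added, kinetic Ca read 180 s; agonist hits = positive Ca response.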
D2 antagonist – D2 dopamine receptor (human) antagonism | 2% of 340,000 active | AID 485344 | inhibition, % at 10 µM | HEK293 TREx D2 cells, calcium flux, dopamine EC80 | P14416; in the data active means inhibition above about 30%; further: 0% is about no effect
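In this primary screen, negative modulation is detected by tracking calcium flux after an EC80 dopamine challenge in inducible HEK293 T-REx D2 cells preexposed to test compound for 180 s.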
TRHR agonist – TRH receptor (human) agonism; 0.18% of 360,000 active; AID 493084; P34981; TRHR cells, calcium flux fluo-8, FDSS agonist mode; activation, % at 2 µM; in the data active means activation above about 30%; further: 0% is about no effect
Target sequence (P34981 whole entry, looked up): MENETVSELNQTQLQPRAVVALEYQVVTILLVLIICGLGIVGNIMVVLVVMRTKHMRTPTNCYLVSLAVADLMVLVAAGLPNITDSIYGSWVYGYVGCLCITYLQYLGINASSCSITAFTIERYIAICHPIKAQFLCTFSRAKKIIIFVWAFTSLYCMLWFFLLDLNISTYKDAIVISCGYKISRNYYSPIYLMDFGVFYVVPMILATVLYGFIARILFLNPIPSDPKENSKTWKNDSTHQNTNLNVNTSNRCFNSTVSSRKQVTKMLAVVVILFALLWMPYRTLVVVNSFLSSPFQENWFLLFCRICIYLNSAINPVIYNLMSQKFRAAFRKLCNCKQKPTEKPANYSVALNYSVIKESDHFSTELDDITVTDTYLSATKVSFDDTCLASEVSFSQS
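Fluo-8-loaded TRHR cells; 10 s baseline, compound added, kinetic Ca2+ fluorescence read 1/s, agonist mode.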
IDH1 R132H inh – human IDH1 R132H inhibition; 0.093% of 390,000 active; IDH1-R132H enzyme, NADPH consumption, diaphorase/resazurin fluorescence; AID 602179; O75874; Potency, µM (doses to about 76.6 µM), for the others: at the highest dose activity change, negative = inhibition, actives largely listed as inhibitors; further: potency means the concentration at half of the fitted maximal effect; on the % scale 0 is the no-effect control and ±100 the full control effect; nearly all actives have a fitted effect of over 65% in size
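IDH1-R132H (0.5 ug/mL) preincubated 30 min with compound, then NADPH (0.016 mM) and alpha-KG (2 mM) added; 80 min at RT, pH 7.5. Remaining NADPH coupled via diaphorase/resazurin to fluorescence (540/590 nm); concentration-response curves normalized to no-enzyme control.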
USP1 inh – inhibitors of human USP1/UAF1 deubiquitinase. O94782. recombinant USP1/UAF1, Ub-Rhodamine cleavage fluorescence. Potency, µM (titrated, usually from 57.1 µM), for the others: at the highest dose activity change, negative = inhibition, hits mostly inhibitors. 0.23% of 390,000 active. AID 743255; further: potency means the concentration at half of the fitted maximal effect; on the % scale 0 is the no-effect control and ±100 the full control effect; nearly all actives have a fitted effect of over 60% in size; inactives centre near -12
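Step one: compound is pinned into 1nM USP1/UAF1 in HEPES pH 7.8 buffer with TCEP. Step two: 15 min room-temperature incubation. Step three: Ub-Rho (150nM final) starts cleavage, tracked by fluorescence over six one-minute reads.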
TrxR1 substrate – substrates of rat thioredoxin reductase 1; O89049; purified TrxR1 substrate turnover, NADPH consumption readout; Potency, µM (doses to about 114 µM), inactives show top-dose activity change, negative = substrate turnover; 0.01% of 390,000 active; AID 588456; further: potency means the concentration at half of the fitted maximal effect; on the % scale 0 is the no-effect control and ±100 the full control effect; nearly all actives have a fitted effect of over 50% in size
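Rat TrxR1, dispensed at 90 nM, was prereduced with 400 uM NADPH (final) for 5 min at ~22 deg C, then incubated with compound 15 min before 400 uM selenite. A first-read NADPH fluorescence drop versus no-compound background flagged substrates.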
TRHR enhancer – allosteric enhancers of human TRH receptor; P34981; TRHR cells, fluo-8 calcium fluorescence, EC20 TRH enhancement; enhancement, % at 2 µM; 0.66% of 360,000 active; AID 493056; in the data active means enhancement above about 30%; further: 0% is about no effect
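Enhancer read-out: after compound pinning and an initial kinetic agonist-mode read, an EC20 of TRH (10 nM final) was injected and fluo-8 calcium signal (Ex 480/Em 530) followed at 1 s/cycle for 100 cycles in TRHR-expressing cells.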
Active calls of the source: *; u = inconclusive; x = no result given; [ ] = remark or other dose. Unless noted, the call rests on the fitted dose curve; in most records, active means well fitted inhibition curve with a large enough effect; inconclusive means small, poorly fitted or top-dose-only effect; inactive means no such curve, though single readings can be large or run the other way. These rows are one share of the data; count on the stated rates, not on these rows.

SMILES	TrxR1 inh	Pin1 inhibitor	D2 ag	D2 antagonist	TRHR agonist	IDH1 R132H inh	USP1 inh	TrxR1 substrate	TRHR enhancer
CCc1nn(CC(=O)O)c(=O)c2ccccc12	14%	-3%	-0.2	-20	0.7	1%	-27%	-9%	7
CCN(C(=O)CSc1nc2ccccc2n1CC)C1CCS(=O)(=O)C1 (centres undefined)	6%[57.1 µM]	-2%	0.5	8	0.8	3%	-13%	-5%[57.1 µM]	1
COc1ccc(CC(=O)N(C)CC(=O)Nc2ccccc2SC)cc1	5%[57.1 µM]	-2%	5.5	0	-0.4	8%	-19%	8%[57.1 µM]	-2
COc1ccc(NC(=S)N(Cc2ccc(C(=O)O)cc2)Cc2ccc(OC)c(OC)c2)cc1	0%	-2%	-1.0	-3	0.1	-6%	-10%	4%	7
Cc1ccccc1-c1nc(CN2CCCC(C(=O)NCc3ccc(Cl)cc3)C2)c(C)o1 (centres undefined)	18%	-5%	0.9	x	-0.2	-5%	10%	-5%	3
COc1ccc(C(=O)c2c(N)sc3c2CCN(C(=O)OC(C)(C)C)C3)cc1	16%[57.1 µM]	u	1.3	-4	0.3	5%	u	4%[57.1 µM]	0
Cc1cc(C)cc(C(=O)NCC(=O)OCC(=O)N2c3ccccc3NC(=O)C2(C)C)c1	20%	-2%	-0.2	-17	-0.5	-11%	-12%	6%	5
O=C(NCc1cccnc1)c1cnc2sccn2c1=O	-7%	0%	0.0	-19	0.3	14%	-25%	33%	-1
COC(=O)/C=C/c1cnc2ccccc2c1	3%	-2%	-0.8	-7	0.6	5%	-20%	7%	2
Cc1cccc(NC(=O)c2ccc3c(c2)CCN3S(C)(=O)=O)c1	9%	4%	0.0	3	0.2	8%	-4%	-6%	-4
Cc1cccc(CNC(=O)c2ccc(NC(=O)C3=CSCCO3)cc2)c1	19%	-5%	x	x	-0.3	0%	-18%	-8%	1
Cc1ccc(C)c(NC(=O)CN(C)S(=O)(=O)c2ccc(F)cc2)c1	8%	-14%	1.5	-9	-1.3	-7%	-2%	7%	-5
Cc1n[nH]c(=O)c2c(NC(=O)COC(=O)c3cc(F)cc(F)c3)oc(C)c12	49%[57.1 µM]	-7%	0.3	-9	-0.1	-2%	-18%	1%	-3
O=C(Cn1cc(SCc2ccccc2F)c2ccccc21)N1CCCCCC1	16%	-3%	0.5	x	0.8	-5%	u	0%	-10
CCC(c1n[nH]c(=S)n1-c1ccccc1)N(C)C (centres undefined)	-19%	0%	-0.4	0	-0.4	-1%	-17%	10%[57.1 µM]	3
OC(CCN1CCOCC1)c1ccccc1 (centres undefined)	2%	-1%	0.6	-4	0.3	-10%	-24%	1%	4
COc1ccc(-c2nc(CSc3nnc(C)n4c3cc3oc(C)cc34)c(C)o2)cc1OC	9%	-2%	-1.6	x	0.1	11%	-17%	8%	7
COc1nc(N(C#N)CC(N)=O)nc(N2CCCC2)n1	4%	u	0.4	-5	0.0	-3%	-11%	3%	-1
O=C(OCC(=O)C12CC3CC(CC(C3)C1)C2)c1cnccn1	-15%	0%	0.4	3	-0.3	-2%	2%	-12%	-6
CC(C)Oc1ccc(C(=O)Nc2cccc(S(=O)(=O)N3CCCC3)c2)cc1	31%	2%	x	x	x	-1%	-19%	1%	x

Reprinted at random: 5 compounds from above, in no set order.
SMILES	TrxR1 inh	Pin1 inhibitor	D2 ag	D2 antagonist	TRHR agonist	IDH1 R132H inh	USP1 inh	TrxR1 substrate	TRHR enhancer
COc1ccc(C(=O)c2c(N)sc3c2CCN(C(=O)OC(C)(C)C)C3)cc1	16%[57.1 µM]	u	1.3	-4	0.3	5%	u	4%[57.1 µM]	0
O=C(OCC(=O)C12CC3CC(CC(C3)C1)C2)c1cnccn1	-15%	0%	0.4	3	-0.3	-2%	2%	-12%	-6
COc1ccc(-c2nc(CSc3nnc(C)n4c3cc3oc(C)cc34)c(C)o2)cc1OC	9%	-2%	-1.6	x	0.1	11%	-17%	8%	7
O=C(NCc1cccnc1)c1cnc2sccn2c1=O	-7%	0%	0.0	-19	0.3	14%	-25%	33%	-1
CC(C)Oc1ccc(C(=O)Nc2cccc(S(=O)(=O)N3CCCC3)c2)cc1	31%	2%	x	x	x	-1%	-19%	1%	x

Other records.
SMILES	TrxR1 inh	Pin1 inhibitor	D2 ag	D2 antagonist	TRHR agonist	IDH1 R132H inh	USP1 inh	TrxR1 substrate	TRHR enhancer
COc1ccc(-c2oc3ccccc3c2C(=O)Oc2ccccc2)cc1	16µM*	0%	0.2	4	1.1	2%	-20%	203%[activator][57.1 µM]	-1
CCOC(=O)CNC(=O)C1CCCc2c1[nH]c1ccc(Cl)cc21 (centres undefined)	4%[57.1 µM]	-15%	-0.4	-14	0.0	-9%	-20%	3%[57.1 µM]	-2
O=C(NC1CCC(O)CC1)c1cccnc1Sc1ccccc1Cl (centres undefined)	-2%	1%	0.1	-2	0.4	0%	-4%	-3%	17
O=C(Nc1ccc(C(=O)O)cc1)/C(=C\c1ccc([N+](=O)[O-])cc1)NC(=O)c1ccc(Br)cc1	8%[57.1 µM]	-13%	-0.4	18	0.3	-2%	-13%	0%[57.1 µM]	4
CC(=O)NC(Cc1ccccc1F)C(=O)NC1CCN(S(=O)(=O)c2ccccc2)CC1 (centres undefined)	11%[57.1 µM]	1%	0.5	6	0.3	8%	-16%	-14%	2
Cc1ccc(C)c(CN2C(=O)c3ccccc3S(=O)c3ccc(C(=O)NCCCN4CCCC4)cc32)c1 (centres undefined)	4%	6%	3.8	-17	3.0	-6%	-34%	-2%	2
O=C(c1cccs1)N(c1ccc(F)cc1)C1C=CS(=O)(=O)C1 (centres undefined)	-8%	-8%	0.0	13	-0.1	6%	-8%	-2%	-2
COc1cc(NC(=O)c2cccnc2Sc2ccc(C)c(C)c2)cc(OC)c1OC	-3%	-3%	-1.9	0	-0.6	3%	8%	-7%	3
Cc1nc(SCC(=O)c2c(C)[nH]c3ccccc23)c2c(=O)n(C)c(=O)n(CC(C)C)c2n1	x	x	-0.9	-5	-0.4	x	x	x	1
Cc1cc(Cl)ccc1OC(C)C(=O)Nc1ccc([N+](=O)[O-])cn1 (centres undefined)	6%	1%	0.4	-15	0.4	3%	-15%	-3%	6
CC(C)(O)[C@@H]1CC[C@@](C)(C2CC[C@]3(C)C2[C@H](O)CC2[C@@]4(C)CC[C@H](O)C(C)(C)C4[C@@H](O[C@H]4O[C@@H](CO)[C@H](O)[C@@H](O)[C@@H]4O[C@@H]4O[C@H](CO)[C@@H](O)[C@H](O)[C@H]4O)C[C@]23C)O1 (stereo in doubt)	32%	-11%	x	x	x	0%	-21%	9%	x
O=C(N/N=C/c1ccc[nH]1)c1cc(-c2ccc(Cl)cc2)nc2ccccc12	24%[57.1 µM]	-9%	0.7	-5	-0.1	4%	-9%	0%[57.1 µM]	1
Cc1cc(C)n(CCc2nc(-c3ccc(C(C)(C)C)cc3)cs2)n1	-3%	6%	-0.6	-8	-0.3	2%	-14%	-7%	5
CC(Oc1ccc(Cl)cc1)c1ccnn1S(=O)(=O)c1ccccc1 (centres undefined)	22%[57.1 µM]	1%	0.1	6	0.0	2%	-15%	6%[57.1 µM]	-7
COc1ccccc1C(OC(=O)c1ccco1)C(=O)NCc1ccc(F)cc1 (centres undefined)	19%[57.1 µM]	-5%	0.0	-17	0.1	-6%	-4%	-12%	0
Clc1ccc(OCc2nnc(-c3ccccc3Br)o2)cc1	-11%	1%	0.5	36*	1.4	1%	-20%	-11%	-10
CC1CN(C(=O)CSc2nnc(C3CCCCC3)n2N)CC(C)O1 (centres undefined)	13%	4%	x	x	x	17%	-20%	0%	x
O=C1CSCC(=O)N1Cc1ccc(Cl)c(Cl)c1	7%	-2%	0.7	2	0.2	0%	-14%	-5%	4
CCOC(=O)C1(C)NC(c2cccs2)C2C(=O)N(c3ccc(C)cc3)C(=O)C21 (centres undefined)	15%[57.1 µM]	-4%	-0.8	7	-0.2	-10%	5%	8%[57.1 µM]	-2
O=C(c1cccc(Oc2ccc([N+](=O)[O-])cc2)c1)N1CCOCC1	26%	-10%	0.3	8	-1.0	12%	-20%	-1%	-5
Cc1ccccc1CNc1nnnn1C	18%	-5%	x	x	-0.5	0%	-12%	10%	-4
CN1CCN(CC(O)COC(c2ccc(Cl)cc2)c2ccc(Cl)cc2)CC1 (centres undefined)	14%	1%	2.6	-13	6.1	3%	-17%	1%	0
O=c1c2ccccc2nc2n1CCC2O (centres undefined)	-13%	-3%	-0.6	-10	0.2	-11%	6%	-10%	2
CC(C)(C)OC(=O)NCCc1nnc(SCc2ccc(Cl)cc2)o1	8%	2%	0.6	2	-0.9	8%	-23%	-4%	-3
Nc1nc2sc3c(c2cc1C(=O)N1CCOCC1)CCCC3	-19%	3%	-0.8	18	-0.4	0%	-18%	66%[activator]	-3
CCOc1ccc(CCNC(=O)Cn2ncn3c(cc4sc(C)cc43)c2=O)cc1OCC	25%	4%	-0.1	x	0.3	0%	-9%	9%	4
Cc1cccc(N(CC(=O)NCc2ccc(F)cc2)C(=O)c2csnn2)c1C	5%[57.1 µM]	6%	0.2	5	-0.7	6%	-11%	3%	-13
C[C@@H]1CN([C@H](C)CO)C(=O)c2cc(NC(=O)Nc3ccc(C(F)(F)F)cc3)ccc2O[C@H]1CN(C)C(=O)Nc1ccc(F)cc1	9%[57.1 µM]	45%[activator]	x	x	x	-4%	-25%	2%[57.1 µM]	x
CCC(=O)c1ccc(OC(=O)C2CCN(C3=NS(=O)(=O)c4ccccc43)CC2)cc1	-7%	0%	-0.2	8	-0.7	9%	-6%	0%	3
CC1CCc2cc(F)cc3c(O)c(C(=O)NCc4ccco4)c(=O)n1c23 (centres undefined)	16%	1%	x	x	x	3%	-16%	7%	x
O=C(COC(=O)C12CC3CC(CC(O)(C3)C1)C2)NC12CC3CC(CC(C3)C1)C2	17%[57.1 µM]	0%	1.4	6	0.5	12%	-20%	-18%[57.1 µM]	1
